LMPTP inh = LMPTP phosphatase inhibitors, primary screen, biochemical, fluorescence intensity, uHTS; Low molecular weight phosphotyrosine protein phosphatase (Homo sapiens), P24666; recombinant LMPTP-A, OMFP fluorogenic substrate; inhibition, % at 20 µM; 360,000 compounds, 0.22% hits; AID 651560, 2012;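 active means compounds that cut the enzyme signal by at least half of the control window in the single-dose screen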;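 further: plate controls were DMSO wells with enzyme plus substrate for no effect and substrate without enzyme for full effect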
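Test system: LMPTP-A, protein tyrosine phosphatase of low molecular weight; Input: 0.625 nM enzyme; Incubation: 50 min dark incubation at room temperature; Signal: endpoint fluorescence intensity from OMFP dephosphorylation; Read-out basis: % inhibition versus control wells.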
CendR NRP1 mod = modulators of CendR peptide binding to NRP-1, primary screen, biochemical, fluorescence polarization, uHTS; Neuropilin-1 (Homo sapiens), O14786; FAM-RPARPAR peptide binding to NRP-1; inhibition, % at 25 µM; 360,000 compounds, 0.85% hits; AID 602438, 2012;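 active means inhibition or corrected inhibition above about 18%, plus a signal ratio from 0.5 to 1.5, limit read from the data, passing the limit was not always enough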; further: strong numbers were not always called active
E coli Lon inh = inhibitors of E. coli Lon protease, primary screen, biochemical, fluorescence polarization | purified E. coli Lon protease | P0A9M0 | inhibition, % at 7.94 µM | 360,000 compounds, 0.42% hits; in the data active means inhibition above about 13%, passing the limit was not always enough;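 further: 0% = enzyme with probe and DMSO and 100% = no enzyme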
Target sequence (P0A9M0 whole entry, looked up): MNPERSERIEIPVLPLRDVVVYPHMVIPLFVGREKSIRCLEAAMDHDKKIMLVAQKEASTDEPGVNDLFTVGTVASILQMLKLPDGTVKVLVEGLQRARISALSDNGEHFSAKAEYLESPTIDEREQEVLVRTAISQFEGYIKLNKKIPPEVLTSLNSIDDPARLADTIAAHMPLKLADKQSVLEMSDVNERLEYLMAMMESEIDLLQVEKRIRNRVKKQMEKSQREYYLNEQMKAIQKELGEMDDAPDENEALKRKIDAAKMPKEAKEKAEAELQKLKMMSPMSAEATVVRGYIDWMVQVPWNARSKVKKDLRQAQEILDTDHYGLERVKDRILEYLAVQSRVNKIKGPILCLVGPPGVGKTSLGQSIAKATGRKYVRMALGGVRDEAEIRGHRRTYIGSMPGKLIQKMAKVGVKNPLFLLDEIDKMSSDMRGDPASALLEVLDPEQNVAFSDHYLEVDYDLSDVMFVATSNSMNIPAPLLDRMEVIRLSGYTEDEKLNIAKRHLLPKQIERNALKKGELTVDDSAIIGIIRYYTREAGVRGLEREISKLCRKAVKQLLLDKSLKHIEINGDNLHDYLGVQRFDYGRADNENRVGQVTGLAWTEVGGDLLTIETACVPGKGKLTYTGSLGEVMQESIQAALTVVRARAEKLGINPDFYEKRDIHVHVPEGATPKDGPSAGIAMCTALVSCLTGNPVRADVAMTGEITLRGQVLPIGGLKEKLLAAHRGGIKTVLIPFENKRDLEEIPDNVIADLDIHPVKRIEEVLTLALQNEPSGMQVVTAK
DNMT1 inh = human DNMT1 methyltransferase inhibitors, primary screen, biochemical, molecular beacon, fluorescence, HinP1I cleavage, uHTS | 360,000 compounds, 0.83% hits | DNA (cytosine-5)-methyltransferase 1 (Homo sapiens), P26358 | AID 588458, 2011 | inhibition (reported as % activation of signal), % at 10 µM; in the data active means inhibition above about 50%
MsrA inh = bovine MsrA enzyme inhibitors, primary screen, biochemical, absorbance, HTS; Methionine sulfoxide reductase A (Bos taurus); purified bovine MsrA, absorbance read-out; inhibition, % at 15.5 µM; 360,000 compounds, 0.75% hits; AID 651718, 2012; in the data active means inhibition above about 4.5%;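 further: 0% = vehicle wells with enzyme and 100% = reference inhibitor wells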
STEP block = STEP phosphatase inhibitors, primary screen, biochemical, fluorescence intensity, uHTS; recombinant STEP, OMFP fluorogenic substrate; Tyrosine-protein phosphatase non-receptor type 5 (Homo sapiens), P54829; inhibition, % at 20 µM; AID 588621, 2011; 360,000 compounds, 0.25% hits;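 active means inhibition at 20 µM, scaled per plate between control wells, above about 37%, limit read from the data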;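 further: 0% = DMSO with enzyme and substrate and 100% = substrate only without enzyme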
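material = STEP tyrosine phosphatase | reagent = fluorogenic phosphatase substrate OMFP at 25 µM final | doses = single compound dose of 20 µM, 1% DMSO final | schedule = 20 min reaction, room temperature, in the dark | measured by = fluorescence, 480/540 nm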
SUMO1-SIM PPI = modulators of SUMO1 protein-protein interactions, primary screen, biochemical, uHTS; inhibition, % at 20 µM; AID 602429, 2012; 360,000 compounds, 0.33% hits; Small ubiquitin-related modifier 1 (Homo sapiens), P63165; SUMO1 binding to a labelled peptide, TR-FRET, 1 h; in the data active means inhibition above about 37%
Target sequence (P63165 whole entry, looked up): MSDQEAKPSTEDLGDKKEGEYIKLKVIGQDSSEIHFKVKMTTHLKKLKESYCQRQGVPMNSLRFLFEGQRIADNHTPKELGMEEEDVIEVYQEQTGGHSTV
MsrA act = bovine MsrA enzyme activators, primary screen, biochemical, absorbance, HTS. Methionine sulfoxide reductase A (Bos taurus). purified bovine MsrA, absorbance read-out. activation, % at 10.6 µM. 360,000 compounds, 0.3% hits; in the data active means activation above about 7.5%;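 further: 0% = vehicle and 100% = reference activator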
TbMetRS inhib = T. brucei MetRS inhibitors, primary screen, biochemical, luminescence; inhibition, % at 11.9 µM; purified T. brucei MetRS, ATP depletion, Kinase-Glo luminescence; 360,000 compounds, 0.4% hits;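 active means inhibition above a per-plate cutoff of the control wells' mean inhibition plus 3 SD, cut at about 5.5% in these data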;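 further: 0% = DMSO wells median and 100% = median of wells with control inhibitor compound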
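assay system = parasite MetRS enzyme | timing = 15 min preincubation, 2 h reaction, all 25 °C | evaluation = percent inhibition relative to median high and low control wells | medium = HEPES buffer containing pyrophosphatase, BSA, spermine, DTT | compound = single dose, 11.9 µM final nominal, 0.9% final DMSO | detection = Kinase-Glo luminescence, ATP depletion format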
Scp-1 inhibitor = Scp-1 phosphatase inhibitors, primary screen, biochemical, colorimetric, uHTS; 340,000 compounds, 0.88% hits; inhibition, % at 20 µM; Recombinant Scp1, phosphopeptide, malachite green phosphate absorbance;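 active means inhibition above about 50% at 20 µM, limit read from the data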;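 further: plate controls were DMSO wells with enzyme for no effect and wells lacking enzyme for full effect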
Target sequence (Q9GZU7 76-261 limits assumed): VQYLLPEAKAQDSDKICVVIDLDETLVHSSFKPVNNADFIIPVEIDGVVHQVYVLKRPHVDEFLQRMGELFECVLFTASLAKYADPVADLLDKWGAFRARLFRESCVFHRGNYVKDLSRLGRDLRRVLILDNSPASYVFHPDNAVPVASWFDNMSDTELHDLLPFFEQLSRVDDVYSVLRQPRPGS
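Test system: SCP-1 phosphatase catalytic domain, residues 76-261 | Compound dosing: One concentration, 20 µM, with 1.0% DMSO | Schedule: 45 min room-temperature reaction, 5 min colour, 30 min stabiliser | Detection: Absorbance at 630 nm | Read-out basis: % inhibition of SCP-1 phosphate liberation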
The depositor's hits bear a star.

Screening O=C(N/N=C/c1cccc([N+](=O)[O-])c1)c1ccncc1 returned LMPTP inh 0.1, CendR NRP1 mod -5, E coli Lon inh -4, DNMT1 inh 0, MsrA inh 0.2, STEP block -3, SUMO1-SIM PPI -28, MsrA act 0, TbMetRS inhib 0.1 and Scp-1 inhibitor -11.
For O=C(Nc1cccc([N+](=O)[O-])c1)c1cc2ccccc2cc1O the results were LMPTP inh 3.7, CendR NRP1 mod -12, E coli Lon inh -6, DNMT1 inh 2, MsrA inh 0.5, STEP block 5, SUMO1-SIM PPI 33, MsrA act -10, TbMetRS inhib -0.1 and Scp-1 inhibitor 89*.
For Cc1ccccc1/C(=N\S(=O)(=O)c1ccc(Br)cc1)Nc1ccccc1 the results were LMPTP inh -0.7, CendR NRP1 mod 0, E coli Lon inh -6, DNMT1 inh 4, MsrA inh 0.2, STEP block -3, SUMO1-SIM PPI 5, MsrA act -1 and TbMetRS inhib 0.0.
For OCC1(Cc2ccc(Cl)cc2)CCN(CC2CC=CCC2)CC1 (stereo not drawn) the results were LMPTP inh -0.6, CendR NRP1 mod -4, E coli Lon inh -6, DNMT1 inh -2, MsrA inh 2.6, STEP block 1, SUMO1-SIM PPI -3, MsrA act -1, TbMetRS inhib 1.4 and Scp-1 inhibitor -12.
`Cc1cc(Cl)ccc1N1C(=O)CC(NNC(=O)c2cccnc2)C1=O` (stereo not drawn) gave LMPTP inh 0.3, CendR NRP1 mod 2, E coli Lon inh -3, DNMT1 inh 3, MsrA inh -0.5, STEP block -3, SUMO1-SIM PPI 1, MsrA act -10, TbMetRS inhib -0.9 and Scp-1 inhibitor 1.
`Cc1ccc(C2C(C#N)=C(N)Oc3n[nH]c(-c4cccnc4)c32)o1` (stereo not drawn) gave LMPTP inh 0.4, CendR NRP1 mod 5, E coli Lon inh -2, DNMT1 inh 2, MsrA inh 0.5, STEP block 3, SUMO1-SIM PPI -12, MsrA act -3, TbMetRS inhib 0.5 and Scp-1 inhibitor 1.
Screening c1ccc(OCc2cc(-c3ccccc3)no2)cc1 returned LMPTP inh 1.3, CendR NRP1 mod 5, E coli Lon inh 2, DNMT1 inh 1, MsrA inh 2.1, STEP block 1, SUMO1-SIM PPI 3, MsrA act -3, TbMetRS inhib -0.1 and Scp-1 inhibitor -13.
`CC(C)OCCCNC1=C(Cl)C(=O)c2ccccc2C1=O` gave LMPTP inh 2.9, CendR NRP1 mod 7, E coli Lon inh 7, DNMT1 inh -21, MsrA inh 0.3, STEP block 2, SUMO1-SIM PPI -32, MsrA act 2, TbMetRS inhib -0.6 and Scp-1 inhibitor -11.
`CCN(C[C@H]1N[C@@](CC)(C(=O)OC)[C@H]2C(=O)N(Cc3ccccc3)C(=O)[C@@H]12)S(=O)(=O)c1ccc(C(C)(C)C)cc1` gave LMPTP inh 1.5, CendR NRP1 mod 0, E coli Lon inh -4, DNMT1 inh -9, MsrA inh 0.4, STEP block 5, SUMO1-SIM PPI 2, MsrA act -2, TbMetRS inhib -1.5 and Scp-1 inhibitor 12.
For CCc1ccc(N2CC(C(=O)Nc3ccc(S(=O)(=O)Nc4ncccn4)cc3)CC2=O)cc1 (stereo not drawn) the results were LMPTP inh 0.1, CendR NRP1 mod -2, E coli Lon inh -4, DNMT1 inh 2, MsrA inh 0.2, STEP block -2, SUMO1-SIM PPI -4, MsrA act 0, TbMetRS inhib 0.1 and Scp-1 inhibitor -3.
For CC(NS(=O)(=O)CCNC(=O)c1ccccc1)c1ccccc1 (stereo not drawn) the results were LMPTP inh -1.4, CendR NRP1 mod 0, E coli Lon inh -6, DNMT1 inh 1, MsrA inh -1.1, STEP block 1, SUMO1-SIM PPI 3, MsrA act -3, TbMetRS inhib -0.3 and Scp-1 inhibitor -3.
For Cc1cc(C(=O)NC2CCCc3c2cnn3-c2cccc(C)c2C)c(C)o1 (stereo not drawn) the results were LMPTP inh 0.0, CendR NRP1 mod 2, E coli Lon inh -10, DNMT1 inh 1, MsrA inh 0.4, STEP block 0, SUMO1-SIM PPI -1, MsrA act 0, TbMetRS inhib 0.5 and Scp-1 inhibitor -6.

Taken from the results shown, 4 compounds:
`Cc1ccc(C2C(C#N)=C(N)Oc3n[nH]c(-c4cccnc4)c32)o1` (stereo not drawn) gave LMPTP inh 0.4, CendR NRP1 mod 5, E coli Lon inh -2, DNMT1 inh 2, MsrA inh 0.5, STEP block 3, SUMO1-SIM PPI -12, MsrA act -3, TbMetRS inhib 0.5 and Scp-1 inhibitor 1.
Screening c1ccc(OCc2cc(-c3ccccc3)no2)cc1 returned LMPTP inh 1.3, CendR NRP1 mod 5, E coli Lon inh 2, DNMT1 inh 1, MsrA inh 2.1, STEP block 1, SUMO1-SIM PPI 3, MsrA act -3, TbMetRS inhib -0.1 and Scp-1 inhibitor -13.
`CC(C)OCCCNC1=C(Cl)C(=O)c2ccccc2C1=O` gave LMPTP inh 2.9, CendR NRP1 mod 7, E coli Lon inh 7, DNMT1 inh -21, MsrA inh 0.3, STEP block 2, SUMO1-SIM PPI -32, MsrA act 2, TbMetRS inhib -0.6 and Scp-1 inhibitor -11.
`CCN(C[C@H]1N[C@@](CC)(C(=O)OC)[C@H]2C(=O)N(Cc3ccccc3)C(=O)[C@@H]12)S(=O)(=O)c1ccc(C(C)(C)C)cc1` gave LMPTP inh 1.5, CendR NRP1 mod 0, E coli Lon inh -4, DNMT1 inh -9, MsrA inh 0.4, STEP block 5, SUMO1-SIM PPI 2, MsrA act -2, TbMetRS inhib -1.5 and Scp-1 inhibitor 12.

(list continues)
`CC(C)CCNC1c2ccccc2C(=O)N1Cc1ccccc1` (stereo not drawn) gave LMPTP inh 1.7, CendR NRP1 mod -10, E coli Lon inh -5, DNMT1 inh 2, MsrA inh -0.4, STEP block 0, SUMO1-SIM PPI -5, MsrA act 1, TbMetRS inhib -1.1 and Scp-1 inhibitor -8.
O=C(Nc1cccc(S(=O)(=O)N2CCOCC2)c1)c1ccc(N2CCCC2=O)cc1 was read as LMPTP inh -0.5, CendR NRP1 mod 13, E coli Lon inh -5, DNMT1 inh 1, MsrA inh -0.5, STEP block -6, SUMO1-SIM PPI -6, MsrA act -10, TbMetRS inhib 0.0 and Scp-1 inhibitor -3.
Screening COc1ccccc1N1CCN(S(=O)(=O)c2cn(C)cn2)CC1 returned LMPTP inh -0.5, CendR NRP1 mod -1, E coli Lon inh 2, DNMT1 inh 0, MsrA inh -1.6, STEP block 0, SUMO1-SIM PPI 10, MsrA act -2, TbMetRS inhib 0.2 and Scp-1 inhibitor -2.
For O=C1C(Cc2cccc([N+](=O)[O-])c2)SC(=Nc2ccccc2)N1c1ccccc1 (stereo not drawn) the results were LMPTP inh 2.8, CendR NRP1 mod 1, E coli Lon inh 1, DNMT1 inh -9, MsrA inh 0.0, STEP block 2, SUMO1-SIM PPI -12, MsrA act -1, TbMetRS inhib 0.1 and Scp-1 inhibitor -11.
For CCCN1CCN(C(=S)NCc2ccc(Cl)cc2)CC1 the results were LMPTP inh -0.8, CendR NRP1 mod 3, E coli Lon inh -5, DNMT1 inh -5, MsrA inh -0.3, STEP block 4, SUMO1-SIM PPI 4, MsrA act -3, TbMetRS inhib 0.0 and Scp-1 inhibitor 0.
`COc1ccc(NS(=O)CCCc2ccccc2)cc1` (stereo not drawn) gave LMPTP inh 2.5, CendR NRP1 mod -11, E coli Lon inh -1, DNMT1 inh -14, MsrA inh 0.9, STEP block 2, SUMO1-SIM PPI 0, MsrA act -9 and TbMetRS inhib -1.0.
Screening O=C(NCc1ccccn1)C(F)(F)C(F)(F)C(=O)NCc1ccccn1 returned LMPTP inh -1.3, CendR NRP1 mod 1, E coli Lon inh -3, DNMT1 inh 3, MsrA inh -0.9, STEP block -2, SUMO1-SIM PPI 1, MsrA act -9, TbMetRS inhib -0.5 and Scp-1 inhibitor -5.
Screening Cc1cccc(-n2c(SCC(N)=O)nc3c(c2=O)C2(CCCC2)Cc2ccccc2-3)c1 returned LMPTP inh 3.9, CendR NRP1 mod 12, E coli Lon inh -5, DNMT1 inh -7, MsrA inh 2.8, STEP block 0, SUMO1-SIM PPI 2, MsrA act -9, TbMetRS inhib -0.8 and Scp-1 inhibitor -2.
Clc1cccc(OCCN2CCOCC2)c1 was read as LMPTP inh -1.2, CendR NRP1 mod 1, E coli Lon inh -1, DNMT1 inh 0, MsrA inh 0.5, STEP block -1, SUMO1-SIM PPI -3, MsrA act -13, TbMetRS inhib -1.9 and Scp-1 inhibitor -25.
Screening c1ccc2c(SCc3cn4ccccc4n3)nncc2c1 returned LMPTP inh 1.3, CendR NRP1 mod -7, E coli Lon inh 1, DNMT1 inh 2, MsrA inh 0.4, STEP block 0, SUMO1-SIM PPI -4, MsrA act -3, TbMetRS inhib -0.2 and Scp-1 inhibitor -12.
COc1ccc(C(=O)Nc2c(O)ccc3ccccc23)cc1 was read as LMPTP inh 0.8, CendR NRP1 mod -7, E coli Lon inh 6, DNMT1 inh -20, MsrA inh -0.6, STEP block -1, SUMO1-SIM PPI -5, MsrA act 0, TbMetRS inhib 0.0 and Scp-1 inhibitor -5.
Screening CC(C)C(=O)Nc1nnc(CSCc2ccccc2F)s1 returned LMPTP inh -1.5, CendR NRP1 mod 6, E coli Lon inh -3, DNMT1 inh -1, MsrA inh 1.5, STEP block 2, SUMO1-SIM PPI 4, MsrA act 3, TbMetRS inhib -0.2 and Scp-1 inhibitor -1.
CCOc1cc(NC(=S)NCc2ccco2)c(OCC)cc1NC(=O)CC was read as LMPTP inh -1.4, CendR NRP1 mod -8, E coli Lon inh -1, DNMT1 inh 3, MsrA inh 0.8, STEP block -2, SUMO1-SIM PPI 3, MsrA act -3, TbMetRS inhib -0.1 and Scp-1 inhibitor -7.
CCCC(=O)Nc1ccc(C(=O)NCCCn2ccnc2)cc1 was read as LMPTP inh -3.5, CendR NRP1 mod -1, E coli Lon inh -3, DNMT1 inh 3, MsrA inh 0.6, STEP block 0, SUMO1-SIM PPI 2, MsrA act -14, TbMetRS inhib -0.9 and Scp-1 inhibitor 1.

Compound activity: PubChem, several laboratories
